Rpn11 inh = blocks the human proteasome subunit Rpn11; O00487; human 26S proteasome, Ub4-pepOG fluorescence polarization; 20S core pre-blocked with epoxomicin; calls only at 20 µM; 360,000 tested, 0.59% active;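 active = inhibition at 20 µM, scaled to each plate's controls, above about 33%, limit read from the data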
Target sequence (O00487 whole entry, looked up): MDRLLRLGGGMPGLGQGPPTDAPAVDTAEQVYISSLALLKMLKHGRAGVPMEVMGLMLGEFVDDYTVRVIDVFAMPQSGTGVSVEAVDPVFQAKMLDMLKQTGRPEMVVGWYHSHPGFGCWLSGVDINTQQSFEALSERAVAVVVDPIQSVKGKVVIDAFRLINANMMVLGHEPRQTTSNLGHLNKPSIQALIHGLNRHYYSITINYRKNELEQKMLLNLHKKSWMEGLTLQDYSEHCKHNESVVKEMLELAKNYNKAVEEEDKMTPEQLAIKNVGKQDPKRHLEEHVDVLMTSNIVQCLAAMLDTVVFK
FAS TE block = inhibitors of human fatty acid synthase thioesterase domain; P49327; recombinant FAS-TE, OMFH fluorogenic substrate, fluorescence endpoint; inhibition, % at 15 µM; 360,000 tested, 0.67% active;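 active = compounds whose normalised, plate-corrected inhibition of enzyme fluorescence in the single-dose primary screen is 50% or more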;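 also: 0% = DMSO with enzyme and 100% = substrate without enzyme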
MsrA inh = inhibits bovine methionine sulfoxide reductase A; purified bovine MsrA, absorbance read-out; inhibition, % at 15.5 µM; 360,000 tested, 0.75% active; AID 651718; in the data active = inhibition above about 4.5%;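 also: 0% = vehicle wells with enzyme and 100% = reference inhibitor wells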
bovine MsrA act = activates bovine MsrA enzyme; AID 602163; 360,000 tested, 0.3% active; activation, % at 10.6 µM; purified bovine MsrA, absorbance read-out; in the data active = activation above about 7.5%;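 also: 0% = vehicle and 100% = reference activator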
MT1-MMP act inh = MT1-MMP (human) activation inhibition; P50281; HT1080 RFP-PRO-GFP cells, GFP/RFP ratio fluorescence, overnight; percent of plate control window, DMSO zero; GFP/RFP ratio change, % at 20 µM; 360,000 tested, 0.061% active; AID 651647;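 active = GFP/RFP ratio change of at least 30% with cell ATP level not reduced by more than half and red fluorescence within 50% of control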; also: strong numbers were not always called active
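Assay system: HT1080 cells carrying an RFP-PRO-GFP reporter | Dosing: Single dose of 20 µM compound, 1% DMSO final | Incubation: Cells overnight before dosing, compound overnight, 37 °C, 5% CO2 | Evaluation: GFP/RFP fluorescence ratio | Control set: DMSO and RFP-L50D-GFP cell wells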
MLLE-PAM2 inh = inhibitors of microRNA-mediated deadenylation, human PABP1 MLLE binding; inhibition, % at 20 µM; 360,000 tested, 0.36% active; GST-MLLE / FITC-PAM2 fluorescence polarization; in the data active = inhibition above about 35%, passing the limit was not always enough;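 also: plate controls were DMSO wells with GST-MLLE for no effect and wells lacking GST-MLLE protein for full effect; some results filed as inactive read as strong as hits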
eLon inh = E. coli protease La inhibition | AID 602123 | 360,000 tested, 0.42% active | purified E. coli Lon protease, fluorescence polarization | P0A9M0 | inhibition, % at 7.94 µM; in the data active = inhibition above about 13%, passing the limit was not always enough;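 also: 0% = enzyme with probe and DMSO and 100% = no enzyme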
Rin1-Abl PPI inh = human Rin1-Abl interaction inhibition; inhibition, % at 7.35 µM; AID 588664; TR-FRET Rin1/Abl binding, biochemical; P00519+Q13671; 360,000 tested, 0.4% active; in the data active = inhibition above about 5%, passing the limit was not always enough
CSN inh = blocks human CSN-mediated cullin deneddylation; Q92905; Purified CSN, SCF-Nedd8-OG deneddylation, fluorescence polarization; inhibition, % at 12.5 µM; 360,000 tested, 0.38% active; AID 651999;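 active = pattern-corrected inhibition above about 35%, with an unprinted fluorescence ratio check between 0.5 and 1.5, limit read from the data, passing the limit was not always enough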;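 also: 0% = enzyme with substrate and 100% = substrate without enzyme; some results filed as inactive read as strong as hits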
Target sequence (Q92905 whole entry, looked up, one chain of several): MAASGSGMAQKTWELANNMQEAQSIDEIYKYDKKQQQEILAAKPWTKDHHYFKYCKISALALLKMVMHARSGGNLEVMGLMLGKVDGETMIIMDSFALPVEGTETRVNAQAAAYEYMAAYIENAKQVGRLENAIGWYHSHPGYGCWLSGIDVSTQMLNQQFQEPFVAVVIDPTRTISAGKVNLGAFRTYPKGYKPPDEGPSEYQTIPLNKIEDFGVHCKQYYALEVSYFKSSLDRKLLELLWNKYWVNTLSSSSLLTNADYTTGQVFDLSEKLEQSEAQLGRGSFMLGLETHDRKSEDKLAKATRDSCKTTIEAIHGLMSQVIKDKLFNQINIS
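Detection – fluorescence polarization · System – HEK293T-derived human Csn5 enzyme · Controls – substrate-only high control, full reaction low control · Timing – 90 min, room temperature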
Starred values were filed as active, the others as inactive; i = inactive; . = not tested or not shown.

SMILES | Rpn11 inh | FAS TE block | MsrA inh | bovine MsrA act | MT1-MMP act inh | MLLE-PAM2 inh | eLon inh | Rin1-Abl PPI inh | CSN inh
O=C(Cn1[nH]c(=O)c2ccccc2c1=O)NC1CCCCCC1 | i | 0 | -0.6 | -2 | -9 | -9 | -8 | 1 | 2
Cc1ccc(NC(=O)c2ccc3c(=O)n4c(nc3c2)CCCCC4)nc1 | i | -4 | -0.6 | -3 | 6 | -3 | -2 | 1 | -6
Cc1ccc(CC(=O)NC2CCN(Cc3ccccc3)CC2)cc1 | i | -6 | -0.2 | 4 | -2 | -9 | 3 | 3 | 3
CCOC(=O)C1(Cc2ccccc2C)CCCN(C(=O)COC)C1 (stereo not given) | i | -6 | -0.9 | -8 | 0 | -11 | -1 | 2 | -2
CCOC(=O)c1c(N)nn(C(=O)C(C)C)c1-c1ccc(OC)cc1 | i | 12 | 0.1 | -11 | -2 | 9 | 3 | -1 | 7
CC(C)c1nc(CNC(=O)C2CCC(=O)N(Cc3ccc(Cl)cc3)C2)no1 (stereo not given) | i | -6 | -1.2 | -1 | -2 | -5 | -5 | 2 | 0
Nc1c(C(=O)NCCc2ccccc2)nnn1Cc1ccc(Br)cc1F | i | 3 | 1.7 | -3 | 2 | 8 | 1 | -5 | 2
CCN(CC(=O)Nc1c(F)cccc1F)C(=O)c1ccc(-c2ccc(C(C)=O)cc2)o1 | i | 1 | 3.5 | -6 | 5 | 0 | -1 | 2 | 1
CNC(=O)NC(=O)CSc1cccc(C(F)(F)F)c1 | i | -5 | -0.1 | -2 | 3 | -8 | -1 | 3 | -1
CCOC(=O)C1CCN(Cc2c(O)c3ccccc3oc2=O)CC1 | i | -10 | 2.3 | -5 | 2 | 4 | 1 | -3 | 5
CCc1nc2ccc(C(=O)NCc3ccccc3OC)cn2c1N(C=O)CCC(C)C | i | -5 | -0.9 | -11 | -8 | 1 | -1 | 0 | 2
CN(Cc1ccccc1)C(=O)CSc1nnc(-c2ccco2)n1-c1ccccc1 | i | -5 | -1.2 | 1 | 3 | -12 | -7 | 2 | -3
COc1ccccc1C(=O)COC(=O)c1cnc(C)cn1 | i | -8 | 0.2 | -12 | 4 | -2 | -3 | 2 | 4
Cc1ccc(Cc2c(C)nc3nc(SCC(=O)NCCN4CCOCC4)nn3c2C)cc1 | i | 0 | -0.8 | -5 | 1 | -4 | -7 | -2 | 3
COC(=O)c1cc(S(=O)(=O)Nc2c(C)cccc2C)cn1C | i | -14 | -0.8 | -3 | 2 | 10 | -19 | 1 | -2
COC(=O)C1=C(C)NC(=O)/C1=C\c1cc(C)n(-c2ccccc2C)c1C | i | -13 | 0.2 | -13 | -56 | -13 | 6 | -1 | -6
Cc1c(N2C(=O)C(=O)/C(=C(/O)c3ccccc3)C2c2ccc(F)cc2)c(=O)n(-c2ccccc2)n1C (stereo not given) | i | -10 | 2.3 | -2 | 0 | 15 | -2 | -1 | -3
COc1ccc(CN(C)CC(O)COc2ccc(-c3ccccc3)cc2)cc1OC (stereo not given) | i | 1 | 0.7 | -4 | -1 | 16 | -5 | 3 | 1
CC(C)(C)CN1C(=O)C(=O)NC[C@@H]1CC1CCCCC1 | . | -8 | -1.2 | -15 | . | . | -4 | . | 3
COc1ccc(C(=O)NCc2ccc3c(c2)CCO3)cc1 | i | -2 | 1.8 | -3 | 0 | 14 | 0 | -1 | -1

The closing two records of the part before lead into the next.
SMILES | Rpn11 inh | FAS TE block | MsrA inh | bovine MsrA act | MT1-MMP act inh | MLLE-PAM2 inh | eLon inh | Rin1-Abl PPI inh | CSN inh
CC(C)(C)CN1C(=O)C(=O)NC[C@@H]1CC1CCCCC1 | . | -8 | -1.2 | -15 | . | . | -4 | . | 3
COc1ccc(C(=O)NCc2ccc3c(c2)CCO3)cc1 | i | -2 | 1.8 | -3 | 0 | 14 | 0 | -1 | -1
NC(=O)c1c(NC(=O)C2CCCO2)sc2c1CCCCC2 (stereo not given) | i | -11 | 1.3 | -4 | -4 | 41* | -3 | -1 | 0
COCC(C)NS(=O)(=O)c1ccc(OC)cc1 (stereo not given) | i | -4 | 0.3 | 0 | 4 | -5 | -2 | -3 | 0
O=C(CN1CCOCC1)Nc1ccc(OCc2ccccc2)cc1 | i | -8 | 0.9 | -10 | -5 | -17 | -13 | 3 | 2
N#CCC(=O)Nc1cc(C(F)(F)F)ccc1N1CCOCC1 | i | -5 | 1.1 | -3 | -4 | 0 | 2 | 0 | -3
CCN(C(=O)c1cc2c(=O)n3ccccc3nc2s1)C1CCCCC1 | i | 6 | 1.8 | -1 | 0 | -1 | -3 | 0 | 2
O=C(CCCOc1ccc(Cl)cc1Cl)N/N=C/c1ccccc1 | i | 18 | -0.4 | -1 | -1 | -4 | 2 | -5 | -4
CCCNC(=O)c1ccc(C2SCC(=O)N2Cc2ccccc2)cc1 (stereo not given) | i | -3 | -0.5 | -1 | 3 | 8 | -3 | -1 | -1
Cc1cc(-c2c(C)[nH]n(-c3ccc(Cl)cc3)c2=O)n(-c2ccc(Cl)cc2)n1 | i | 2 | 1.6 | -1 | -3 | 1 | -3 | 1 | -2
COc1ccccc1C1CC(c2ccccc2)=NN1C(=S)Nc1ccccc1 (stereo not given) | i | 20 | 2.0 | -1 | -1 | -82 | -7 | -3 | -3
Cc1cc(Cl)ccc1OCC(=O)OCC(=O)Nc1ccc(Cl)cn1 | i | -4 | 0.3 | -5 | -4 | -5 | -12 | -1 | -2
CC(C)CNC(=S)N1CCN(C(c2ccccc2)c2ccccc2)CC1 | i | 29 | -0.4 | -6 | -18 | -143 | -10 | -1 | -2
COc1c(Cl)cc(Cl)cc1/C=C/C(=O)c1ccc(NC(=O)c2cccs2)cc1 | i | 39 | 0.2 | 0 | -15 | 3 | -4 | -2 | 3
CCc1ccccc1NC(=O)c1ccc(Cn2cc([N+](=O)[O-])cn2)cc1 | i | 2 | -0.1 | -1 | -4 | 13 | -10 | -4 | -3
Fc1ccc(C(c2nnnn2Cc2ccccc2)N2CCSCC2)cc1 (stereo not given) | i | 16 | 0.1 | -1 | -1 | -2 | -5 | 2 | 5
O=C(O)CCCCC1CCSS1 (stereo not given) | i | -4 | -0.5 | -13 | -12 | 28 | -7 | 3 | 35*
COc1ccc(-c2ccc(SCC(=O)NC3CCCCC3)nn2)cc1 | i | 0 | -0.3 | -1 | 1 | 17 | 7 | -2 | 3
CCOC(=O)C1=C(C)N(C)C(=O)NC1c1c(C)nn(-c2ccc(C)cc2)c1Cl (stereo not given) | i | 3 | 0.1 | 13* | 7 | 4 | -4 | -3 | 2
S=C1NCCOCCOCCOCCN1 | i | -9 | -0.3 | -4 | 3 | -29 | 9 | 3 | 2
NC(=O)C1CCN(CC(=O)Nc2cccc(C(=O)Nc3cccc(C(F)(F)F)c3)c2)CC1 | i | -7 | 1.7 | -12 | 7 | 8 | 3 | -1 | -2
Cc1ccccc1NC(=O)CN(C)S(=O)(=O)c1ccc2c(c1)n(C)c(=O)c(=O)n2C | i | -3 | 0.0 | -5 | -5 | -16 | -2 | 1 | 0
CCc1cc(=O)oc2cc(OC(C)=O)cc(OC(C)=O)c12 | i | -7 | 1.0 | -4 | 4 | 6 | 2 | -3 | 0
Cc1ccc(-c2noc(CCC(=O)NCCN3CCc4ccccc4C3)n2)cc1 | i | -6 | 0.4 | -6 | -1 | -3 | -9 | -3 | 0
C/C(=N/NS(=O)(=O)c1ccccc1)c1ccc(NC(=O)C(F)(F)F)cc1 | i | -10 | -1.2 | 7 | -5 | -8 | 1 | 3 | -4
Fc1ccc(-c2nc3c(-c4ccc(Cl)cc4)cnn3cc2CCN2CCOCC2)cc1 | i | 4 | -0.9 | -1 | -8 | -1 | 4 | -1 | 4
CC1CCN(C(=O)CSc2nnc(-c3ccco3)n2N)CC1 | i | -6 | -1.0 | -1 | 0 | -5 | -5 | 1 | -7
O=C(NCCN1CCOCC1)c1cccc(S(=O)(=O)NCc2ccccc2)c1 | i | -6 | -1.6 | -2 | 3 | 5 | -3 | -1 | -3
CCOc1ccc(NC(=O)CSc2nnc(Cn3cnc([N+](=O)[O-])n3)n2C)cc1 | i | -2 | -1.6 | 0 | 6 | 11 | -3 | -1 | -4
CCCCN(C)CCNC(=O)c1ccc2c(c1)NC(=O)C(N1CCCCC1)S2 (stereo not given) | i | -12 | -0.9 | -1 | 0 | -6 | -3 | 0 | -2
COC(=O)n1c(=O)oc2cc(S(=O)(=O)N3CCOCC3)ccc21 | i | -11 | 1.8 | -6 | 0 | -4 | 5 | -2 | -1
Cc1ccccc1NC(=O)COC(=O)COc1ccc2c(c1)CCC2 | i | -5 | -1.5 | -4 | 0 | 0 | 3 | -2 | -6
CC(=O)c1ccc(OCC(O)CN2CCc3ccccc3C2)cc1 (stereo not given) | i | 0 | 1.9 | -2 | 1 | 4 | -4 | 0 | -2
O=C(CNS(=O)(=O)c1ccccc1)NCC(=O)OCc1ccccc1F | i | -9 | -0.1 | -3 | 5 | -7 | -11 | -1 | -9
O=C(Nc1cc(SCC(O)CO)cc([N+](=O)[O-])c1)c1ccc(-n2cnnn2)cc1 (stereo not given) | i | 2 | 0.7 | -4 | -3 | -5 | 0 | -2 | 0
Cc1ccc(-c2nnc(SCC(=O)NC3CCCC3)n2N)cc1 | i | -2 | 0.7 | -3 | -2 | 1 | -5 | 3 | 0
O=C(NNC(=O)C1CCCN(c2ncccn2)C1)c1ccc(F)cc1 (stereo not given) | i | -8 | 0.7 | -2 | 4 | -2 | 6 | -2 | -2
COc1ccc(/C=C/C(=O)NCC(=O)N/N=C(/C)c2ccco2)cc1 | i | -5 | 2.2 | -10 | 3 | -3 | -15 | -1 | -4
CN(c1ccccc1)P(=O)(N(C)c1ccccc1)N(C)c1ccccc1 | i | 6 | 0.4 | -2 | -1 | 11 | -1 | 2 | 10
CC(C)CN(C(=O)c1ccc(-n2cncn2)c([N+](=O)[O-])c1)C1CCS(=O)(=O)C1 (stereo not given) | i | -6 | -1.0 | -2 | -3 | -22 | -8 | -2 | -2
COCCCNC(=O)COc1ccc(Br)cc1Cl | i | -8 | 0.7 | -5 | -4 | 10 | 11 | -3 | -17
COc1ccccc1Cc1c(-c2ccco2)nc2cc(C)c(Br)c(C)n12 | . | 4 | 1.1 | -12 | -5 | . | 2 | . | 27
O=C(c1cccnc1)N(Cc1ccccc1)C1(C(=O)Nc2ccccc2)CCCCC1 | i | -6 | -1.4 | -1 | 2 | -2 | -1 | 4 | -9
O=C(c1ccc2c(c1)OCO2)N1CCNc2ccccc2C1 | i | -1 | 0.9 | -11 | -1 | -1 | 1 | -2 | 1
CCCOc1ccc(N2C(=O)CC(N3CCN(C(=O)c4ccco4)CC3)C2=O)cc1 (stereo not given) | i | -3 | 3.2 | 2 | 7 | 9 | -8 | -1 | -1

Sorted by count of non-hydrogen atoms (high to low): four of the compounds above.
SMILES | Rpn11 inh | FAS TE block | MsrA inh | bovine MsrA act | MT1-MMP act inh | MLLE-PAM2 inh | eLon inh | Rin1-Abl PPI inh | CSN inh
O=C(c1cccnc1)N(Cc1ccccc1)C1(C(=O)Nc2ccccc2)CCCCC1 | i | -6 | -1.4 | -1 | 2 | -2 | -1 | 4 | -9
CCCOc1ccc(N2C(=O)CC(N3CCN(C(=O)c4ccco4)CC3)C2=O)cc1 (stereo not given) | i | -3 | 3.2 | 2 | 7 | 9 | -8 | -1 | -1
CCOc1ccc(NC(=O)CSc2nnc(Cn3cnc([N+](=O)[O-])n3)n2C)cc1 | i | -2 | -1.6 | 0 | 6 | 11 | -3 | -1 | -4
CCc1cc(=O)oc2cc(OC(C)=O)cc(OC(C)=O)c12 | i | -7 | 1.0 | -4 | 4 | 6 | 2 | -3 | 0

Source: PubChem BioAssay

This is a random part of the collection. About 3.7% of those tested had a hit in this group.
